Tb PFK inh: blocks T. brucei phosphofructokinase; O15648; 330,000 compounds, 0.17% hits; Potency, µM (doses to about 57.5 µM), for the others: top-dose activity, negative = inhibition, actives largely listed as inhibitors; AID 485367; T. brucei PFK, ADP-Glo luminescence;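 further: potency means the concentration at half of the fitted maximal effect; 0% = uninhibited 1x PFK enzyme wells and -100% = no-enzyme wells; nearly all actives have a fitted effect of over 60% in size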
Target sequence (O15648 whole entry, looked up): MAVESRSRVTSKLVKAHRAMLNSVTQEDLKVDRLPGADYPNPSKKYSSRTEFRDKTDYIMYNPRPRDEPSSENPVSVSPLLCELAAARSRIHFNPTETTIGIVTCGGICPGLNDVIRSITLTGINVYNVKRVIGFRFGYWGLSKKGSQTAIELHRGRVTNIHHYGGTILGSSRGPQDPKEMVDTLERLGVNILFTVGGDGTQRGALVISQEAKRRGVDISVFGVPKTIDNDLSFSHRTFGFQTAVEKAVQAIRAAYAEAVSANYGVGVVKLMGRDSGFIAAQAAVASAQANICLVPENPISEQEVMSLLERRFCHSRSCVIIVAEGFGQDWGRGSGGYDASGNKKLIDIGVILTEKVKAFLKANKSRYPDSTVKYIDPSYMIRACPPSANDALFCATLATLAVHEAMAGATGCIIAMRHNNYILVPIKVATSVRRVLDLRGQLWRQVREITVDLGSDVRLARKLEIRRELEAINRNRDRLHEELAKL
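Compounds were pin-transferred as a titration series up to 57 uM into substrate buffer (0.5 mM F6P, 0.1 mM ATP, pH 8.0), then 1.25 nM PFK was added and reactions ran 45 min before ADP-Glo detection.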
uPA surface inh: cell surface uPA generation inhibition; cell surface uPA generation assay, qHTS; Potency, µM (doses to about 38.3 µM), for the others: at the top dose activity change, negative = inhibition, actives largely listed as inhibitors; 330,000 compounds, 0.31% hits; active means well fitted inhibition curve with a large enough effect; inconclusive means small, poorly fitted or top-dose-only effect; inactive means no such curve, though single readings can be large or run the other way; tested in mouse RAW 264.7 cells; further: potency means the concentration at half of the fitted maximal effect; on the % scale 0 is the no-effect control and ±100 the full control effect; nearly all actives have a fitted effect of over 55% in size
TSHR antag: human thyrotropin receptor antagonism | P16473 | TSHR-expressing cells, TSH-stimulated cAMP HTRF, 2 h; hits give low values | activity change, negative = inhibition, % at 11.5 µM | 330,000 compounds, 0.2% hits | AID 504810;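 active means activity change below a set negative limit, meaning inhibition stronger than a set level, cut at about -70% in these data; inconclusive means activity change between two set negative limits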; further: on the % scale 0 is the no-effect control and ±100 the full control effect
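Antagonism was scored as loss of TSH-driven cAMP in TSHR cells, stimulated with 4nM TSH (EC80) for 2 hours at 37 deg C and detected by homogeneous HTRF competition immunoassay.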
USP2a inh: USP2a (human) protease inhibition | USP2 core, Ub-CHOP2 coupled fluorogenic reporter, 485/531 | Potency, µM (highest dose often 38.3 µM), inactives show at the top dose activity change, negative = inhibition, usual class: inhibitors | 330,000 compounds, 0.01% hits | AID 463254;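 further: potency means the concentration at half of the fitted maximal effect; plate controls were DMSO wells for no effect and full inhibition by NEM control for full effect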
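Cell-free coupled assay: 10nM USP2 core preincubated 30min RT with compound in Tris-HCl pH 8.0/CaCl2/CHAPS buffer, then 25nM Ub-CHOP2 and 25nM reporter substrate; fluorescence (Ex 485/Em 531) read after 60min RT, normalized to NEM inhibition, concentration-response curves fitted.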
PTAP TSG101 blk: blocks PTAP/TSG101 interaction to inhibit HIV-1 budding. Q99816. Fluorescence polarization, FITC-PTAP peptide / Tsg101 binding. AID 493005. 340,000 tested, under 10 active. Potency, µM (doses to about 115 µM), for inactives: at the highest dose activity change, negative = inhibition, most hits filed as inhibitors; active means well fitted inhibition curve with a large enough effect in the main read-out, with a control signal flat, not every such curve was filed as active; inconclusive means small, poorly fitted or top-dose-only effect, or effect the other way, or a change in a side signal; inactive means no such curve, though single readings can be large or run the other way; further: potency means the concentration at half of the fitted maximal effect; % of control where 0% means no effect
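FP read-out: FITC-PTAP peptide, 50 nM final, binding Tsg101 binding domain, 10 uM final; 20 min, r.t.; 10 mM HEPES pH 7.5, 0.15 M NaCl, 0.01% Tween 20, 3 mM EDTA, 0.1 mM TCEP.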
ELG1 repair inh: inhibitors of ELG1-dependent DNA repair in HEK293T cells | 330,000 compounds, 2.3% hits | HEK293T ELG1-luciferase reporter, luminescence, 16 h; DNA damage induced by 5-fluorouridine | Potency, µM (series often up to 46.1 µM), without a hit: at the top dose activity change, negative = inhibition, most hits filed as inhibitors; further: potency means the concentration at half of the fitted maximal effect; on the % scale 0 is the no-effect control and ±100 the full control effect; nearly all actives have a fitted effect of over 55% in size
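5-Fluorouridine DNA damage + compound/DMSO, 2,000 cells/well, 16 h, 37 °C/5% CO2. ONE-Glo, 30 min RT, luminescence. Readout = decrease in reporter signal.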
B2AR arrestin: agonists driving beta-arrestin recruitment to human beta2-adrenergic receptor. P07550. beta-arrestin recruitment to beta2AR, cell-based reporter. Potency, µM (top dose mostly 46.1 µM), for the others: top-dose activation, usual class: activators. 330,000 compounds, 0.02% hits. AID 492947;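 further: potency means the concentration at half of the fitted maximal effect; 0% = DMSO controls and full agonism = EC100 isoproterenol or metaproterenol; nearly all actives have a fitted effect of over 65% in size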
Target sequence (P07550 whole entry, looked up): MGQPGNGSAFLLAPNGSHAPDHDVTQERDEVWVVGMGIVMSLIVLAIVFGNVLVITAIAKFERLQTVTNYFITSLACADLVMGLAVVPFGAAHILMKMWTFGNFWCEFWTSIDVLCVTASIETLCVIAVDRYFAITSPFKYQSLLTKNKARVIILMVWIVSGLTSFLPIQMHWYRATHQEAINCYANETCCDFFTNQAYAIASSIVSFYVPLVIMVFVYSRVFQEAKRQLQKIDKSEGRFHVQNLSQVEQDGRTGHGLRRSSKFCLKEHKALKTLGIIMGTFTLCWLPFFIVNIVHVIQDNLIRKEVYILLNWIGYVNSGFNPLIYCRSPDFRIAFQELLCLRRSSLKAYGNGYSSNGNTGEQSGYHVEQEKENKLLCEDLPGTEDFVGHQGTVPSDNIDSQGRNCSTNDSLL
Chronic BCR inh: blocks chronic active B-cell receptor signaling. AID 493014. ABC-DLBCL IkBa-CBG/CBR reporter, luminescence ratio, 4 h. Potency, µM (highest dose often 46.1 µM), without a hit: at the highest dose ratio change, negative = lower green/red ratio, actives largely listed as inhibitors. 340,000 compounds, 0.05% hits; active means well fitted inhibition curve with a large enough effect in the signal ratio, with a control signal flat, not every such curve was filed as active; inconclusive means small, poorly fitted or top-dose-only effect, or effect the other way, or a change in a side signal; the % refers to the signal ratio;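 further: potency means the concentration at half of the fitted maximal effect; plate controls were basal doxycycline-induced cells for no effect and cells given 10 µM MG132 for full effect; MG132 reads +100%, hits lower the ratio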
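Cell line TMD8 (human ABC DLBCL), stably expressing tet-inducible CBG68-IkBa fusion and CBR; IMDM/0.5% FBS; cpd up to 46 uM; dox induction, 4 h, 37C/5% CO2; dual luminescence; green/red ratio; MG132 control.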
Eya2 phos inh: Eya2 (human) phosphatase inhibition; Potency, µM (highest dose often 76.9 µM), for the others: at the top dose activity, negative = inhibition, actives largely listed as inhibitors; 330,000 compounds, 0.006% hits; recombinant Eya2, OMFP fluorescence dephosphorylation (OMFP is methylfluorescein phosphate); further: potency means the concentration at half of the fitted maximal effect; on the % scale 0 is the no-effect control and ±100 the full control effect
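Eya2 protein (added as 0.2 uM solution) was preincubated with compound for 10 min at ambient temperature in 50 mM HEPES pH 7.5, 50 mM NaCl, 5 uM MgCl2, 0.05% BSA, 1 mM DTT. OMFP (added at 50 uM) then reacted 10 min; fluorescence read at 485/525 nm.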
Mito fusion yeast: inhibitors of mitochondrial division or activators of mitochondrial fusion. AID 485298. S. cerevisiae fusion-defective mutant growth rescue, CellTiterGlo 48 h. 320,000 compounds, 0.23% hits. Potency, µM (doses to about 46.1 µM), for inactives: at the top dose growth rescue (activation), hits mostly activators;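 further: potency means the concentration at half of the fitted maximal effect; % of control where 0% means no effect; nearly all actives have a fitted effect of over 45% in size; temperature-sensitive fusion mutants such as fzo1-1 at 37 °C on non-fermentable ethanol glycerol medium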
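Luminescent cell viability in 1536-well qHTS format served as the measure of rescued growth in ts fusion-mutant S. cerevisiae cultured on non-fermentable YPEG for 48 hours at 37C.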
TCR activator: activators of T cell receptors. primary human leukocytes, anti-CD3, IL-2 HTRF, 48 h. Potency, µM (doses to about 9.22 µM), for the others: at the top dose activation of IL-2 secretion, most hits filed as activators. 330,000 tested, under 10 active. AID 504894; further: % of control where 0% means no effect
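Activity was scored as IL-2 release from primary human leukocytes given only a TCR signal (a-CD3 beads) plus compound for 48 hr. Detection used a two-antibody HTRF format read at 665nm.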
* = called active by the depositor; ? = inconclusive; . = no result given; [ ] = dose if it differs, or a comment. Unless noted, the call rests on the fitted dose curve; in most records, active means well fitted curve in the direction sought with a large enough effect; inconclusive means small, poorly fitted or top-dose-only effect, or another doubt; inactive means no such curve, though single readings can be large; an effect the other way counts as inactive or inconclusive.

SMILES	Tb PFK inh	uPA surface inh	TSHR antag	USP2a inh	PTAP TSG101 blk	ELG1 repair inh	B2AR arrestin	Chronic BCR inh	Eya2 phos inh	Mito fusion yeast	TCR activator
O=C(COc1cc2oc(=O)c3c(c2cc1Cl)CCC3)NCC(O)c1ccccc1 (configuration not stated)	-3%	-3%	9	3%	-4%	4%	-0.2%	0%	0%	-3%	3%
CCc1cc(C(=O)c2ccccc2OC)c(N)s1	-3%	8%	-6	3%	-4%	?	-0.8%	2%	-2%	0%	2%
CNC(=O)CSCCn1c(SCC(=O)NC)nc2ccccc2c1=O	-2%	-4%	-1	0%	-3%	?	-0.2%	-9%	1%	2%	1%
O=C(CSc1nnc2c(n1)[nH]c1ccccc12)N1CCCCC1	-10%	1%	-1	-1%	-3%	-4%	-0.5%	9%	-15%	3%	-2%
CCN(CC)S(=O)(=O)c1ccc(Cl)c(OC)c1	3%	-6%	-7	-1%	-9%	11%	-0.2%	?	-3%	0%	-1%
CCOCc1nc(C)c(Cl)c(NS(=O)(=O)c2ccc(N)cc2)n1	0%	-3%	-13	0%	-7%	1%	-0.2%	?	10%	-2%	8%
CC(=O)N[C@@H](C)c1nc2ccccc2n1CCNC(=O)[C@H]1CCCN1c1nc(CN2CCCCC2)cs1	-6%	.	12	1%	.	15%	-1.2%	-9%	6%	0%	.
Cc1ccc(S(=O)(=O)N2CCN(C(=O)C(Cc3ccccc3)NC(=O)c3ccccc3)CC2)cc1 (configuration not stated)	1%	-20%	6	-4%	-1%	6%	-0.8%	3%	-7%	-11%	.
COc1ccc2[nH]c(C)cc(=O)c2c1	-2%	0%	-12	1%	-3%	-1%	0.2%	11%	7%	1%	7%[46.1 µM]
COc1ccccc1CN1CC(C(=O)NC2CCOCC2)CCC1=O (configuration not stated)	-13%	-1%	22	1%	-1%	-2%	-0.2%	4%	0%	0%	-5%
S=C(Nc1ccc2c(c1)OCO2)Nc1ccccc1Cl	-1%	-3%	4	5%	-6%	7%	-0.1%	0%	12%	-5%	1%
CC(C)(C)SCCNC(=O)c1ccc(Cl)c([N+](=O)[O-])c1	0%	-3%	-4	-1%	-2%	?	-2.7%	12%	-5%	-32%[inhibitor]	-1%[46.1 µM]
Cc1c(C(=O)Nc2ccc(S(=O)(=O)Nc3ncccn3)cc2)oc2ccc(Cl)cc12	-6%	15%	12	1%	-1%	0%	-0.1%	0%	3%	1%	5%
CCOC(=O)C1=C(C)NC(C)=C(C(=O)OCC)C1c1ccco1	-1%	-9%	-5	-2%	-18%	-5%	-0.7%	7%	4%	5%	-1%
CCOC(=O)C1=C(C)N(C)C(C)=C(C(=O)OCC)C1c1cccnc1	1%	3%	26	-1%	0%	?	-0.4%	-12%	?	5%	-1%
CCn1c(O)c(N=NC(=O)Cc2csc(N3CCOCC3)n2)c2ccccc21	-1%	2%	-3	1%	0%	-18%	-0.3%	?	5%	-4%	-5%
O=C(COc1ccccc1F)NNC(=O)c1ccc2c(=O)n3c(nc2c1)CCC3	-6%	7%	-8	1%	1%	14%	0.4%	13%	-8%	-8%	6%
CCOc1ccccc1N1CC(C(=O)Nc2ccccc2N2CCOCC2)CC1=O (configuration not stated)	1%	3%	12	3%	-11%	1%	0.2%	-1%	4%	-3%	2%
O=C(Nc1ccc(Cl)cn1)c1ccc(COCC(F)(F)C(F)F)o1	-3%	-7%	-11	3%	-9%	?	0.0%	-1%	-24%	-3%	1%
CCN1CCC2(CC1)N=C(c1ccc(F)cc1)C(=S)N2C(=O)c1ccc(C(C)(C)C)cc1	-19%	-2%	-1	-5%	-4%	-1%	-0.7%	-2%	-3%	-7%	-1%[46.1 µM]
CC1CCN(S(=O)(=O)N2CCCC(C(=O)NCc3ccccc3Cl)C2)CC1 (configuration not stated)	0%	7%	-17	2%	0%	0%	0.0%	5%	1%	3%	-9%
CC(C)C(NC(=O)c1ccc(C(C)(C)C)cc1)C(=O)NCC(c1ccccc1)N(C)C (configuration not stated)	0%	2%	30	-6%	-7%	-9%	-0.3%	-26%	-11%	-5%	2%
Cc1ccc(C2CC(=O)C(C=NCCN3CCN(C(=S)Nc4ccccc4)CC3)=C(O)C2)cc1 (configuration not stated)	1%	-1%	15	5%	-2%	-2%	-0.2%	-1%	-7%	-8%	1%
CC(=O)COc1ccc2c3c(c(=O)oc2c1C)CCCCC3	-10%	-19%	-3	3%	-9%	?	-0.2%	?	4%	2%	.
COCCCN1CC23C=CC(O2)C(C(=O)O)C3C1=O (configuration not stated)	-3%	-3%	15	1%	-2%	?	0.2%	6%	4%	-3%	3%
CN(C)S(=O)(=O)c1cccc(C(=O)NC(=S)N(CCC#N)Cc2cccnc2)c1	3%	6%	5	4%	0%	10%	0.2%	-7%	-8%	5%	4%
COc1ccc(N2CCN(C(=O)CN3C(=O)NC(C)(C4CC4)C3=O)CC2)cc1 (configuration not stated)	-10%	20%	-5	0%	-6%	9%	0.0%	2%	-20%	0%	-2%
CN(Cc1nc2ccccc2c(=O)[nH]1)Cc1cc(=O)oc2ccc3ccccc3c12	1%	.	0	3%	0%	?	-0.2%	-10%	-26%	-2%	3%
Nc1c(C(=O)NCc2ccco2)c2nc3ccccc3nc2n1CCc1ccccc1F	4%	2%	-3	-1%	-10%	-29%	3.0%	?	0%	19%	3%
Cc1c(-c2nc3ccccc3[nH]2)cnn1C	-9%	10%	-5	4%	2%	0%	0.1%	6%	-3%	-1%	5%
O=[N+]([O-])c1ccc(C2CCCC/C2=N/O)c([N+](=O)[O-])c1 (configuration not stated)	7%	-11%	-4	3%	-3%	-1%	-0.4%	-2%	-16%	-7%	5%
CC(=O)Oc1c(C(=O)c2nnc(C)o2)c(=O)n(Cc2ccccc2)c2ccccc12	4%	-1%	0	1%	-3%	-4%	9.3%	0%	4%	-7%	4%[46.1 µM]
CCC(C)NS(=O)(=O)c1ccc(NC(=O)Cc2ccc(OC)cc2)cc1 (configuration not stated)	-2%	-3%	31	4%	-5%	-15%	-1.0%	-1%	-7%	-7%	-3%
CCC(C)(C)NC(=O)C1CC(=O)N(CCc2ccc(F)cc2)C1 (configuration not stated)	4%	-1%	18	1%	0%	-9%	-0.3%	1%	-3%	2%	-1%
O=C1NC(Nc2nc3ccccc3s2)(C(F)(F)F)C(=O)N1C1CCCCC1 (configuration not stated)	3%	-18%	20	0%	-3%	?	-0.2%	20%	-3%	14%	12%
CCCS(=O)(=O)N1CCCC(C(=O)NCC(OC)OC)C1 (configuration not stated)	4%	4%	19	3%	-1%	?	-0.1%	8%	-2%	7%	7%
COc1ccccc1NC(=O)CN1CCN(CC(=O)Nc2ccc(Cl)c(C(F)(F)F)c2)CC1	1%	-7%	-5	-8%	-5%	18µM*	0.1%	-5%	-23%	-3%	-13%
COc1ccc(CCN2CC(C(=O)NCCc3cn[nH]c3)CCC2=O)cc1 (configuration not stated)	-13%	11%	18	3%	-1%	9%	-1.2%	?	-17%	1%	-4%
Cc1cc(C(=O)N/N=C/c2ccc3c(c2)OCO3)c(C)o1	-6%	-7%	-6	-1%	2%	?	-0.4%	?	7%	-1%	1%
C=CCOc1ccc(C2NC(=O)c3ccccc3O2)cc1OCC (configuration not stated)	-2%	-3%	4	1%	0%	-2%	-0.2%	-3%	17%	4%	6%
COc1ccccc1Nc1ccc(N)cc1	-1%	-3%	-7	-7%	0%	?	0.0%	-14%	-13%	-7%	-2%
COc1c(F)c(F)cc2c(=O)c(C(=O)O)cn(C3CC3)c12	-2%	-3%	1	2%	-3%	?	-0.2%	6%	1%	-8%	-15%
COc1cc(OC)cc(C(=O)NCCC(=O)NCCc2ccc(OC)c(OC)c2)c1	0%	3%	-2	2%	-3%	7%	-0.2%	0%	-5%	-7%	-5%[46.1 µM]
COC(=O)c1ccc(C(=O)OC)c(NC(=O)CN(C)Cc2ccc(Cl)c(Cl)c2)c1	-3%	1%	1	0%	-1%	?	0.4%	-1%	2%	0%	-3%[46.1 µM]
